TDP1 block: blocks human tyrosyl-DNA phosphodiesterase 1 | 0.28% of 350,000 active | Potency, µM (series often up to 130 µM), for the others: at the highest dose activity change, negative = inhibition, hits mostly inhibitors | Q9NUW8 | recombinant TDP1, AlphaScreen DNA substrate cleavage; note: nearly all actives have a fitted effect of over 40% in size
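Recombinant E. coli-expressed Tdp1 (1 nM) preincubated with compound 15 min at RT, then 5'-biotin/3'-phosphotyrosine-FITC DNA substrate (15 nM) added for 5 min. AlphaScreen beads (10 ug/ml) added, 10 min RT; tyrosine-FITC cleavage read as signal loss.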
KAT2A inh: inhibitors of human GCN5L2 histone acetyltransferase; Q92830; GCN5L2 HAT assay, ThioGlo1 CoA-SH fluorescence; Potency, µM (top dose mostly 58.9 µM), inactives show at the highest dose activity change, negative = inhibition, hits mostly inhibitors; 0.21% of 390,000 active
Target sequence (Q92830 whole entry, looked up): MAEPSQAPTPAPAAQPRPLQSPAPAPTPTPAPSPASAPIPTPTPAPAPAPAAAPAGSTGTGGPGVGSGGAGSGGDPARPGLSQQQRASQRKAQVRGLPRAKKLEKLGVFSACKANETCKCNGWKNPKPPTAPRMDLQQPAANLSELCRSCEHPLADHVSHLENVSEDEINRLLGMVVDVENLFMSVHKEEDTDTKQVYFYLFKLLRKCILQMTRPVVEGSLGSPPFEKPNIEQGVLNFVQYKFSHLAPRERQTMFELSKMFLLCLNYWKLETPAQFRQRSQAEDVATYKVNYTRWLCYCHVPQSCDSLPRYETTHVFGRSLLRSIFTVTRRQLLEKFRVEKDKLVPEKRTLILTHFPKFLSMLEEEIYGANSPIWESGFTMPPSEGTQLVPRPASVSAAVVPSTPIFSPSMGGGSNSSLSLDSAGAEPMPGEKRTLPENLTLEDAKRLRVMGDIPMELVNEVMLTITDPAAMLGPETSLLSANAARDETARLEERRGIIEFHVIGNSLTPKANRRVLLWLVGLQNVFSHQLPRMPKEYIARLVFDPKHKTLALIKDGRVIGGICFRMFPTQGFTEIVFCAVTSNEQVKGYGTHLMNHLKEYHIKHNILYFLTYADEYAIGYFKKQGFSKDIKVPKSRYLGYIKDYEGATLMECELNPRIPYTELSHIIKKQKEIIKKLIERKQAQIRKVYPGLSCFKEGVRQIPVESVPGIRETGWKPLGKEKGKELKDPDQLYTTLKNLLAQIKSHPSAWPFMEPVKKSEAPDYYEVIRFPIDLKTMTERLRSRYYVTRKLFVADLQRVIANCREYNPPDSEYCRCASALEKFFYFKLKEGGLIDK
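Fluorescence readout, Ex340nm/Em540nm: ThioGlo1 (50uM final) reacts with free CoA thiol released as 20nM GCN5L2 acetylates H3(1-25) peptide (75uM) using acetyl-CoA (70uM). Compound and enzyme sat 15 min beforehand; 20 min room-temperature reaction.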
TDP1 cell noCPT: qHTS for Inhibitors of human tyrosyl-DNA phosphodiesterase 1 (TDP1): qHTS in cells in absence of CPT. Potency, µM (titrated, usually from 46.2 µM), for inactives: top-dose activity change, negative = growth inhibition, hits mostly inhibitors. 15% of 420,000 active. DT40 Tdp1-/- hTDP1 cells, no CPT, ATP luminescence, 48 h; note: nearly all actives have a fitted effect of over 55% in size
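Cells were dispensed at 400 per well, compounds added by pin tool, plates incubated ≥48 hr at 37 °C, then CellTiter-Glo added for 30 min at room temperature before luminescence reading. Line: DT40 Tdp1-/- complemented with hTDP1; camptothecin omitted.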
Starred values were filed as active, the others as inactive; ? = inconclusive; . = not tested or not shown; [ ] = remark or other dose. Calls come from the whole dose curve; as a rule, active = well fitted curve in the direction sought with a large enough effect; inconclusive = small, poorly fitted or top-dose-only effect, or another doubt; inactive = no such curve, though single readings can be large; an effect the other way counts as inactive or inconclusive. % is set by controls: 0 for no effect and ±100 for the full control effect; potency is the fitted concentration of half-maximal effect.

(1) COc1ncc2nc(-c3ccc(Cl)cc3)c(=O)n(C[C@H]3CCCO3)c2n1
(2) O=S(=O)(c1ccc(NC(=S)N/N=C/c2ccc(O)c(O)c2)cc1)N1CCOCC1
(3) Cc1cc(N2C(=O)C(=O)/C(=C(/O)c3ccc(F)cc3)C2c2ccc(Cl)cc2)no1 (stereo unspecified)
(4) O=C(NCc1ccco1)C1(c2ccc(Cl)cc2)CCCC1
(5) CCC(=O)Nc1nnc(CCc2ccccc2)s1
(6) COc1ccccc1NC(=S)N(CCCN(C)C)Cc1cc2cc3c(cc2[nH]c1=O)OCO3
compound no.	1	2	3	4	5	6
TDP1 block	.	6.2%	5.5%	8.8%	2.6%	2.4%
KAT2A inh	-18.6%	-13.3%	-1.9%	0.0%	1.8%	-7.4%
TDP1 cell noCPT	-6.1%	-23.6%	?	?	-9.2%	-16.4%

(7) Cc1ccc(NC(=O)CCC(=O)N2CCN(S(=O)(=O)c3ccc(C)cc3)CC2)cc1
(8) COc1ccc(Cn2c(C)nc3c(c(=O)c4ccccc4n3C)c2=O)cc1
(9) O=C(N/N=C/c1cccs1)c1n[nH]c2c1CCCC2
(10) S=C1NCCOCCOCCOCCOCCNC(=S)NCCOCCOCCOCCOCCN1
(11) C[C@@H]1C=C[C@](Cc2ccccc2)(C(=O)O)N1C(=O)c1ccccc1
(12) COc1ccc(S(=O)(=O)N2CCN(C)CC2)cc1
compound no.	7	8	9	10	11	12
TDP1 block	1.0%	-2.9%	7.7%	-2.5%	5.1%	.
KAT2A inh	0.4%	-0.4%	0.0%	2.3%	.	-6.2%
TDP1 cell noCPT	21.3%	?	20.6µM*	13.0%	-28.0%	12.3%

Arranged by SMILES length (falling): some entries from above.
(11) C[C@@H]1C=C[C@](Cc2ccccc2)(C(=O)O)N1C(=O)c1ccccc1
(9) O=C(N/N=C/c1cccs1)c1n[nH]c2c1CCCC2
(12) COc1ccc(S(=O)(=O)N2CCN(C)CC2)cc1
compound no.	11	9	12
TDP1 block	5.1%	7.7%	.
KAT2A inh	.	0.0%	-6.2%
TDP1 cell noCPT	-28.0%	20.6µM*	12.3%

Shown with tabs: part of the list above.
No.	SMILES	TDP1 block	KAT2A inh	TDP1 cell noCPT
9	O=C(N/N=C/c1cccs1)c1n[nH]c2c1CCCC2	7.7%	0.0%	20.6µM*
10	S=C1NCCOCCOCCOCCOCCNC(=S)NCCOCCOCCOCCOCCN1	-2.5%	2.3%	13.0%
11	C[C@@H]1C=C[C@](Cc2ccccc2)(C(=O)O)N1C(=O)c1ccccc1	5.1%	.	-28.0%
8	COc1ccc(Cn2c(C)nc3c(c(=O)c4ccccc4n3C)c2=O)cc1	-2.9%	-0.4%	?
12	COc1ccc(S(=O)(=O)N2CCN(C)CC2)cc1	.	-6.2%	12.3%

Remaining list, next part
(13) CCCN1CCN(C(=O)c2ccc(F)c(S(=O)(=O)N3CCOCC3)c2)CC1
(14) Cc1cc(N2CCN(Cc3cn(C)nc3-c3ccccc3F)CC2)cc(C)n1
(15) CCCc1nnc(NC(=O)CCC(=O)N2CCN(c3ccccn3)CC2)s1
(16) Cc1ccc(C)c(OCCC(=O)OCC(=O)NCCc2ccc(S(N)(=O)=O)cc2)c1
(17) CCCCN(C)CCNC(=O)c1nn(-c2ccc(OC)c(Cl)c2)c(=O)c2c1c1ccccc1n2C
(18) COc1ccc(S(=O)(=O)N2CCCCC2)cc1NC(=O)C1CC(=O)N(Cc2ccco2)C1 (stereo unspecified)
compound no.	13	14	15	16	17	18
TDP1 block	0.4%	-2.6%	1.0%	3.5%	2.3%	-11.1%
KAT2A inh	2.2%	1.8%	1.5%	-0.4%	2.7%	-0.2%
TDP1 cell noCPT	0.5%	5.8µM*	-16.5%	0.9%	18.4µM*	1.1%

From no. 1 up to 2, as listed above:
(1) COc1ncc2nc(-c3ccc(Cl)cc3)c(=O)n(C[C@H]3CCCO3)c2n1
(2) O=S(=O)(c1ccc(NC(=S)N/N=C/c2ccc(O)c(O)c2)cc1)N1CCOCC1
compound no.	1	2
TDP1 block	.	6.2%
KAT2A inh	-18.6%	-13.3%
TDP1 cell noCPT	-6.1%	-23.6%

Next part
(19) Fc1ccccc1CSc1nc2ncccc2[nH]1
(20) COc1ccc(C(=O)Nc2cc(-c3nc4ncccc4o3)ccc2C)cc1Br
(21) Cc1ccc(-c2cc(C(=O)NCc3ccccn3)no2)cc1
(22) Cc1cc(N2C(=O)CC(Cc3ccc(Cl)cc3)C2=O)no1 (stereo unspecified)
(23) CCOC1(/N=C(\C)NS(=O)(=O)c2ccc(Cl)cc2)C(C)=CC(=O)C=C1C
(24) COc1ccc(OC)c(S(=O)(=O)Nc2ccc(OCC(=O)O)cc2)c1
compound no.	19	20	21	22	23	24
TDP1 block	2.1%	1.3%[12.3 µM]	10.3%	0.0%	-0.6%	2.0%
KAT2A inh	-8.8%	-1.9%	1.1%	-12.7%	-0.5%	-12.1%
TDP1 cell noCPT	-27.3%	?	-18.3%	4.2%	?	-18.8%

(25) NC(=O)C1CCCN(S(=O)(=O)c2ccc3ccccc3c2)C1 (stereo unspecified)
(26) Cc1ccc(Cl)cc1N1CCN(C(=O)CSc2nnc3n2C(C)(C)Cc2ccccc2-3)CC1
(27) Cc1nnc(SCC(=O)NCc2ccccc2)[nH]c1=O
(28) COC(=O)c1cc(S(=O)(=O)NCC2CCN(Cc3cccc(Cl)c3)CC2)c[nH]1
(29) CC(C)c1cnc2c(c1SCC(=O)NC(C)(C)C)c(=O)n(C)c(=O)n2C
(30) COc1ccc(CCN2C(=O)CC(NNC(=O)c3cccc(O)c3)C2=O)cc1 (stereo unspecified)
compound no.	25	26	27	28	29	30
TDP1 block	2.3%	1.1%	-5.9%	1.5%	-2.7%	1.2%
KAT2A inh	?	-8.8%	-3.2%	-13.2%	-5.5%	-1.6%
TDP1 cell noCPT	15.8%	7.31µM*	-1.3%	?	-18.4%	-18.0%

(31) CCN(CC)CCCNC(=O)CN1C(=O)COc2ccc(S(=O)(=O)N3CCC(C)CC3)cc21
(32) Cn1cnnc1SCc1ccccc1
(33) CN1CCCN(C(=O)c2cccc3ccccc23)CC1
(34) Cc1cc(-c2ccc(C)c(S(=O)(=O)N(C)c3ccc(C)c(C)c3)c2)on1
(35) Cn1nc([N+](=O)[O-])nc1Sc1cccc2cccnc12
(36) O=C(Nc1nc2ccc(F)cc2s1)c1cccc(S(=O)(=O)N2CCc3ccccc32)c1
compound no.	31	32	33	34	35	36
TDP1 block	6.4%	1.9%	.	-5.3%	8.6%	0.0%
KAT2A inh	-1.1%	-10.8%	-0.9%	-10.3%	-6.3%	-5.6%
TDP1 cell noCPT	.	3.3%	7.1%	?	20.6µM*	?

(37) CC1CCCCC1NC(=O)COC(=O)c1ccc2c(c1Cl)C(=O)c1ccccc1C2=O (stereo unspecified)
(38) CCN1CCCC1CNC(=O)c1cc2cc(F)ccc2[nH]1 (stereo unspecified)
(39) Nc1cc(C(=O)OCC(=O)N2CCC(Cc3ccccc3)CC2)ccc1Cl
(40) COC(=O)CSc1ncnc2c1sc1nc(N3CCOCC3)c3c(c12)CCCC3
(41) N#Cc1c2nc3ccccc3nc2n2cc(NC(=O)c3ccc(F)cc3)ccc12
(42) Cc1cccc(N(CC(=O)N/N=C/c2cc([N+](=O)[O-])ccc2Cl)S(C)(=O)=O)c1C
compound no.	37	38	39	40	41	42
TDP1 block	0.0%	.	0.4%	-3.9%	2.8%	4.0%
KAT2A inh	-7.6%	-5.6%	-0.9%	-8.6%	-17.7%	-2.8%
TDP1 cell noCPT	4.3%	17.0%	?	-4.9%	4.61µM*	20.6µM*

(43) CCc1ccc(CNC(=O)C2CCN(S(=O)(=O)N3CCC4(CC3)OCCO4)CC2)cc1
(44) COc1ccc(NC(=O)c2ccc(-c3ccc([N+](=O)[O-])cc3)o2)cc1OC
(45) Cc1ccc(NC(=O)COC(=O)C2=COCCO2)cc1
(46) O=C(CN(c1ccccc1)S(=O)(=O)c1ccccc1)Nc1ccccc1C(=O)NCc1ccco1
(47) Cc1c(C(N)=O)sc2ncn(CC(=O)OC(C)C)c(=O)c12
(48) O=Cc1c(NC2CCCCC2)c2ccccc2[nH]c1=O
compound no.	43	44	45	46	47	48
TDP1 block	0.0%	6.8%	1.5%	-1.1%	5.7%	.
KAT2A inh	-3.1%	-5.7%	17.4%	-2.4%	1.7%	0.1%
TDP1 cell noCPT	-28.6%	16.4µM*	-6.9%	16.4µM*	-0.7%	-15.6%

(49) COc1cc(NC(=O)COC(=O)CNC(=O)c2ccc(C)s2)cc(OC)c1
(50) Cc1nn2c(NCC(C)C)c3c(nc2c1-c1ccccc1)CCC3
(51) O=C(NCC1(N2CCOCC2)CCCCC1)c1cccc(S(=O)(=O)Nc2ccc(F)cc2)c1
(52) O=C(O)CSCc1ccc(Cl)cc1
(53) CCOC(=O)c1cn(-c2ccc([N+](=O)[O-])cc2)c2cc(Cl)c([N+](=O)[O-])cc2c1=O
(54) CCn1ccc2cc(S(=O)(=O)N3CCC(C(=O)NCCc4ccccc4)CC3)ccc21
compound no.	49	50	51	52	53	54
TDP1 block	8.1%	0.0%	-1.6%[56.1 µM]	5.3%	4.7%	5.3%
KAT2A inh	-12.0%	-4.9%	-3.3%	0.0%	0.3%	-1.9%
TDP1 cell noCPT	?	?	?	0.6%	-23.6%	-28.6%

(55) CCn1c(=N)n(CC(=O)c2cccc([N+](=O)[O-])c2)c2ccccc21
(56) O=C(N=Nc1c(O)[nH]c2ccc(F)cc12)C1COc2ccccc2O1 (stereo unspecified)
(57) COC(=O)c1ccc(NC(=O)CSc2nc3ccccc3c(=O)[nH]2)cc1
(58) CCOC(=O)Cc1ccc(NC(=O)N2CC(C)Oc3ccc(Cl)cc32)cc1 (stereo unspecified)
(59) Cc1cc(SCC(=O)Nc2ccc(F)cc2F)nc(=O)[nH]1
(60) Cc1ccc(C2(C)NC(=O)N(CC(=O)NCc3ccccc3Cl)C2=O)cc1 (stereo unspecified)
compound no.	55	56	57	58	59	60
TDP1 block	3.2%	2.4%	3.8%	-1.3%	-2.6%	.
KAT2A inh	-1.6%	-2.4%	2.8%	-0.9%	-7.0%	1.6%
TDP1 cell noCPT	20.6µM*	-1.3%	-15.8%	?	-1.5%	-19.7%

(61) Cc1cccc(OCCOCCN2CCOCC2)c1C
(62) COc1ccc(NC(=O)C2C(=O)NC3(C)CC2c2ccccc2O3)cc1 (stereo unspecified)
(63) COC(=O)c1ccn(Cc2ccccc2Cl)n1
(64) Cc1nc2cc(OCc3cc(C(=O)NC(C)c4cnn(C)c4)no3)ccc2s1 (stereo unspecified)
(65) Cc1cc(=O)[nH]c(SCc2nnnn2-c2ccc(Cl)cc2)n1
(66) O=C(Cn1c(-c2cscn2)nc2ccccc21)Nc1ccccc1F
compound no.	61	62	63	64	65	66
TDP1 block	4.7%	2.9%	2.7%	3.4%	0.0%	-14.3%
KAT2A inh	1.7%	-18.5%	-6.3%	-9.7%	-6.0%	-0.4%
TDP1 cell noCPT	-1.8%	-5.8%	-0.3%	?	?	?

(67) Cc1cc(C)cc(N(C(C)C(=O)NCc2ccc3c(c2)OCO3)S(C)(=O)=O)c1 (stereo unspecified)
(68) CCOC(=O)c1cnc2cc(Cl)c(OC)cc2c1Nc1ccc(Br)cc1C
(69) Cc1nc(N2CCOCC2)c2c(C(=O)NCCc3ccccc3)c(C)oc2n1
(70) S=C(Nc1cc(Cl)cc(Cl)c1)N1CCCC1
(71) Cc1cccc(-n2c(SCC(=O)N3CC(=O)Nc4ccccc43)nc3ccccc3c2=O)c1
(72) COc1ccc(/C=C/C(=O)NC(=S)N2CCN(c3ccccn3)CC2)cc1
compound no.	67	68	69	70	71	72
TDP1 block	-1.2%	-1.9%	3.2%	1.7%	7.2%	.
KAT2A inh	-10.0%	-15.6%	18.6%	-2.4%	-9.5%	-8.0%
TDP1 cell noCPT	-0.4%	-21.1%	-8.0%	13.4%	23.1µM*	?

(73) CC1CCN(S(=O)(=O)c2ccc3ncn(CC(=O)Nc4ccccc4C(F)(F)F)c(=O)c3c2)CC1
(74) CCOc1cc(/C=C2/NC(=S)NC2=O)ccc1OCc1ccc([N+](=O)[O-])cc1
(75) C=CC(C)(C)c1c2c(c(O)c3c(=O)c4ccc(O)c(O)c4oc13)C=CC(C)(C)O2
(76) CCN(Cc1nc2cc(OC)c(OC)cc2c(=O)[nH]1)C(=O)c1ccc(S(=O)(=O)N(C)C)cc1
compound no.	73	74	75	76
TDP1 block	5.8%	5.3%	13.7%	3.3%
KAT2A inh	-2.9%	3.5%	.	-9.6%
TDP1 cell noCPT	?	?	-22.9%[9.04 µM]	-25.9%

From PubChem BioAssay

An excerpt; rates above refer to the full screens.
